# From PubChem BioAssay
# KB-V1 cytotox – qHTS assay for MDR1-selective chemotherapeutics: Primary screen using the drug-selected MDR subline cells KB-V1; KB-V1 MDR cells viability, CellTiter-Glo, 72 h; Potency, µM (series often up to 46.1 µM), inactives show at the highest dose activity change, negative = cytotoxicity, usual class: cytotoxic; 3.4% of 400,000 active; AID 1347076, 2019; also: potency is read from the fitted curve at half-maximal effect; % is scaled to controls: 0 for no effect and ±100 for the full control effect; nearly all actives have a fitted effect of over 60% in size
#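 KB-V1, DMEM (no phenol red) + 10% FBS; cpd pin-transferred, titration series; 72 h, 37 degrees C; CellTiter-Glo, luminescence. Data normalized, curve-fit.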
# KB-3-1 cytotox – qHTS assay for MDR1-selective chemotherapeutics: Primary screen using the parental adenocarcinoma cell KB-3-1 | 1.4% of 400,000 active | KB-3-1 viability, CellTiter-Glo ATP luminescence, 72 h | Potency, µM (series often up to 46.1 µM), for inactives: at the top dose activity change, negative = cytotoxic, most hits filed as cytotoxic; also: potency is read from the fitted curve at half-maximal effect; % is scaled to controls: 0 for no effect and ±100 for the full control effect; nearly all actives have a fitted effect of over 60% in size
#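 Here the drug-naive KB-3-1 line serves as comparator for MDR sub-line selectivity; cells received compound titrations, 72 h at 37 °C, then CellTiter-Glo readout.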
# SW480 rerep – A quantitative high throughput screen for small molecules that induce DNA re-replication in SW480 colon adenocarcinoma cells; Potency, µM (series often up to 46.1 µM), for the others: at the top dose re-replication activation, most hits filed as activators; SW480 DNA re-replication, Hoechst DNA content imaging, 48 h; 1.8% of 340,000 active; also: potency is read from the fitted curve at half-maximal effect; % of control where 0% means no effect; nearly all actives have a fitted effect of over 55% in size
#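 SW480 cells exposed to compounds for 48 hr at 37 C, 5% CO2, then Hoechst-stained 40 min. Nuclear DNA content imaged by fluorescence scanning (405 nm excitation, 500-530 nm emission); re-replication scored as increased high-intensity nuclei.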
# ATXN viability – Viability Counterscreen for Primary qHTS for Inhibitors of ATXN expression | S2 cells (HEK-293 line with an ATXN2-luciferase reporter) viability, CellTiter-Fluor protease fluorescence, 24 h | Potency, µM (highest dose often 56.7 µM), most hits filed as cytotoxic | 0.49% of 400,000 active; also: potency is read from the fitted curve at half-maximal effect; nearly all actives have a fitted effect of over 40% in size
# MCF10A rerep – A quantitative high throughput screen for small molecules that induce DNA re-replication in MCF 10a normal breast cells; MCF 10A DNA re-replication, Hoechst nuclear intensity, 48 h; Potency, µM (highest dose often 46.1 µM), for inactives: at the top dose activity, positive = re-replication, most hits filed as activators; 2.9% of 350,000 active; AID 624296, 2012; also: potency is read from the fitted curve at half-maximal effect; % of control where 0% means no effect; nearly all actives have a fitted effect of over 50% in size
# HT1080 IDH1KD tx – qHTS for induction of synthetic lethality in tumor cells producing 2HG: qHTS for the HT-1080-IDH1KD cell line; HT-1080 IDH1 knockdown viability, ATP luminescence, 48 h; 2% of 360,000 active; Potency, µM (highest dose often 46.1 µM), inactives show at the highest dose activity, negative = toxicity, usual class: cytotoxic;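 also: potency is read from the fitted curve at half-maximal effect; 0% = DMSO wells and -100% = cell-free medium wells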
#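 Assay cells: HT-1080 with IDH1 knockdown, 750 per well, RPMI/5% FBS. Exposure: 48 h at 37 °C following 2 h pre-incubation. Read: CellTiter-Glo luminescence; fitted concentration-response, curve class assigned.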
# ATXN2 expr inh – Primary qHTS for Inhibitors of ATXN expression; HEK-293 ATXN2-luciferase reporter, luminescence, 24 h; Potency, µM (highest dose often 57 µM), for inactives: top-dose activity change, negative = inhibition, most hits filed as inhibitors; 0.72% of 360,000 active; AID 1745845, 2022; also: potency is read from the fitted curve at half-maximal effect; % is scaled to controls: 0 for no effect and ±100 for the full control effect; nearly all actives have a fitted effect of over 55% in size
#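 ATXN2-luciferase reporter cells (luciferase flanked by upstream and downstream ATXN2 gene portions) were treated 24 h at 37 °C with compounds at up to 57 uM. SteadyGlo luminescence gave expression; GF-AFC fluorescence gave viability.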
# HT1080-NT tox – qHTS for induction of synthetic lethality in tumor cells producing 2HG: qHTS for the HT-1080-NT fibrosarcoma cell line. AID 686970, 2013. 1.6% of 360,000 active. HT-1080-NT fibrosarcoma viability, CellTiter-Glo ATP luminescence, 48 h. Potency, µM (top dose mostly 46.1 µM), for the others: at the highest dose activity, negative = less viability, usual class: cytotoxic;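 also: NT is the 2HG producing partner of a matched IDH1 knockdown line; potency is read from the fitted curve at half-maximal effect; 0% = DMSO-treated cells and -100% = media-only wells without cells; nearly all actives have a fitted effect of over 55% in size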
#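 A 48-hour cytotoxicity screen used HT-1080-NT cells plated 2 hours before compound delivery. ATP-based CellTiter-Glo luminescence measured viability, normalized to DMSO and no-cell controls.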
# IL-1B inflam inh – qHTS for Inhibitors of Inflammasome Signaling: IL-1-beta AlphaLISA Primary Screen; 4.7% of 360,000 active; THP-1 LPS/ATP IL-1B secretion, AlphaLISA, 16 h; active compounds read low; activity change, % at 57.5 µM; in the data active = activity change below about -50%; inconclusive = mostly about -30% to -49%; also: % is scaled to controls: 0 for no effect and ±100 for the full control effect
#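 THP-1 cells pretreated 1 hr with compounds (up to 57.5 uM final), then stimulated with LPS (250 ng/mL final) plus ATP (1.25 mM final); secreted IL-1B measured by AlphaLISA after 16 hr, decreased signal indicating inhibition.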
# The depositor's hits bear a star; i = inactive; ? = inconclusive; . = not tested or not shown; [ ] = dose if it differs, or a comment. Unless noted, calls follow the shape of the dose curve; as a rule, active = well fitted curve in the direction sought with a large enough effect; inconclusive = small, poorly fitted or top-dose-only effect, or another doubt; inactive = no such curve, though single readings can be large; an effect the other way counts as inactive or inconclusive.
SMILES,KB-V1 cytotox,KB-3-1 cytotox,SW480 rerep,ATXN viability,MCF10A rerep,HT1080 IDH1KD tx,ATXN2 expr inh,HT1080-NT tox,IL-1B inflam inh
Cc1ccc(C(=O)COC(=O)CCC(=O)Nc2cccc(Cl)c2)cc1[N+](=O)[O-],?,-1%,-5%,i,-2%,7%,-15%,7%,32
Cc1c(C(=O)CN2CCOCC2)[nH]c2ccccc12,3%,8%,-4%,?,-2%,-1%,0%,8%,0
O=C(CCNC(=O)c1ccccc1)NC1CCCc2ccccc21 (stereo not given),-14%,-10%,-1%,i,?,-16%,6%,2%,6
COc1ccc(-c2cc(C(F)(F)F)nc(NC3CCCC3)n2)cc1OC,?,-13%,-1%,i,?,?,1%,-23%,50
Cc1ccc(NC(=O)CSc2ccc(-c3ccccn3)nn2)c(C)c1,-16%,-21%,-11%,i,?,15%,8%,19%,9
COc1cc(C2=NOC(C(=O)NC3CCCCC3)C2)cc(OC)c1OC (stereo not given),9.2µM*,1%,0%,i,1%,-6%,0%,-4%,-11
Cc1ccc(S(=O)(=O)NCc2ccccc2)cc1C(=O)N(C)CC(=O)Nc1ccccc1Br,9%,5%,0%,i,9%,3%,-2%,2%,-9
Cn1cc(C(=O)N/N=C/C(Br)=C/c2ccccc2)ccc1=O,9%,?,?,.,26µM*,?,.,21µM*,?
CCCCOC(=O)c1ccc(NC(=O)c2ccccc2OC)cc1,?,-20%,?,i,?,-21%,-22%,-2%,0
O=C(COC(=O)c1cn(-c2ccccc2)nc1-c1ccccc1)Nc1ncc(Cl)cc1Cl,-12%,-2%,?,i,?,-4%,9%,-3%,25
Cc1ccccc1OC(C)C(=O)Nc1ccc2c(c1)OCCO2 (stereo not given),5%,11%,-7%,i,-20%,1%,14%,5%,-7
COc1ccc(OC)c(NC(=O)Nc2cc(NC(=O)Nc3cc(OC)ccc3OC)c(C)nc2C)c1,17%,?,?,i,-2%,23µM*,-26%,18µM*,56
CCOC(=O)CCSc1nc(C(C)(C)C)cc(C(F)(F)F)c1C#N,4%,11%,1%,i,1%,4%,-6%,2%,32
CCOc1ccc(CCNC(=O)c2nnn(CC(=O)Nc3ccc(OC)cc3)c2N)cc1OCC,18%,4%,-25%,i,1%,-6%,6%,-24%,10
Cc1ccc(C)c(OCCC(=O)NNC(=O)c2cc(C)oc2C)c1,23%,16%,-22%,i,-1%,-2%,9%,0%[9.24 µM],-25
COc1ccc(S(=O)(=O)Nc2ccccc2C(=O)NC(C)(C)C)cc1OC,-13%,1%,0%,i,-1%,-25%,0%,13%[9.24 µM],8
CCN(CC)S(=O)(=O)c1ccc2c(c1)nc(CCC(=O)Nc1ccc3c(c1)OCO3)n2CC,15µM*,7%,-5%,?,2%,2%,-3%,-4%,2
CC(C)C(NC(=O)c1ccc(C(C)(C)C)cc1)C(=O)NCC1(N(C)C)CCCCC1 (stereo not given),0%,-5%,-28%,i,3%,9%,3%,3%,1
COc1cc(OC)cc(C(=O)Nc2cccc(-c3ccc(N4CCOCC4)nn3)c2)c1,-10%,0%,-1%,i,?,0%,9%,4%,-11
COc1ccc(N(CC(=O)Nc2ccccc2C(=O)N2CCCC2)S(C)(=O)=O)cc1,6%,3%,-3%,i,-5%,23%,1%,20%,-10
COc1ccccc1CNC(=O)c1cc(C)nn1-c1ccccc1,-11%,9%,-14%,i,0%,6%,-1%,5%,1
COc1cc([C@H]2c3c(cc(OC)c(O)c3OC)C[C@@H](CO)[C@@H]2CO[C@@H]2O[C@H](CO)[C@@H](O)[C@H](O)[C@H]2O)cc(OC)c1O,18%,-5%,-1%,i,0%,2%,7%,3%,3
CCc1cc2cc(C(=O)Nc3ccccc3F)sc2s1,?,-3%,-4%,i,3%,-8%,18%,8%,-20
COc1ccc(Oc2c(C)nc(SCC(=O)c3ccc(Cl)cc3)[nH]c2=O)cc1,7%,-1%,5%,i,0%,-9%,-1%,-3%,6
Cc1ccc(Nc2nc(N)c(C#N)c(CC#N)c2C#N)cc1,3%,12%,?,i,21µM*,?,22%,?,-97*
OCCC1CN(Cc2ccon2)CCN1Cc1ccccc1 (stereo not given),4%,16%,?,i,-3%,-1%,-22%,-3%,14
O=C(NCCS(=O)(=O)N1CCN(c2ccccc2F)CC1)C1CC(=O)N(c2ccccc2)C1 (stereo not given),-6%,-1%,-15%,i,-1%,-7%,.,-2%,8
CCCC(=O)Nc1ccc(C(=O)NN2C(=O)c3ccccc3C2=O)cc1,28%,1%,-10%,i,-2%,10%,-2%,6%,2
CCOC(=O)Cc1csc(SC(C)C(=O)NCC(=O)Nc2ccc(F)c(F)c2F)n1 (stereo not given),.,.,3%,i,-6%,11%,1%,1%,1
CCN(CC)S(=O)(=O)c1ccc(Cl)c(C(=O)NNC(=O)c2csc(N3CCOCC3)n2)c1,17%,1%,2%,i,3%,5%,10%,1%,-16
C/C(=N/NC(=O)COc1ccc(C(C)(C)C)cc1)c1ccc(N2CCOCC2)cc1,-27%,?,14%,?,?,?,-2%,?,1
CC(=O)c1c(C)[nH]c(C(=O)OCc2nnc(-c3ccc([N+](=O)[O-])cc3)o2)c1C,-7%,6%,1%,?,4%,?,-28%,23µM*,45
CCc1ccccc1NC(=O)CSc1nc2n[nH]c(C)c2c(=N)n1-c1cccc(OC)c1,8.2µM*,-30%,18%,i,?,?,5%,-29%,-6
Cc1ccccc1CC(=O)N1CCCC(CNC(=O)c2ccc(F)cc2)C1 (stereo not given),9%,16%,?,?,-3%,1%,11%,-1%,22
O=C(N/N=C/c1ccccn1)c1ccc(NC(=O)c2ccc(F)cc2)cc1,0%,?,?,i,13%,-7%,2%,-4%,?
COC(=O)c1sccc1NC(=O)c1cccc(F)c1,-3%,-2%,-6%,i,4%,-5%,7%,1%,14
CCn1c(SCC(=O)c2ccccc2)nnc1-c1ccoc1C,-20%,-1%,-3%,i,-2%,-3%,5%,0%,-8
O=[N+]([O-])c1ccc(N/N=C\c2cccnc2)nc1,16%,3%,-69%[inhibitor],?,0%,7%,.,3%,23
C#CCOCCOCCOCCNc1nc(N2CCOCC2)nc(N2CCN(C(=O)[C@H](Cc3cc4ccccc4[nH]3)n3cc([C@@H](N)CC(C)C)nn3)CC2)n1,?,0%,-6%,i,27%,-7%,5%,-10%,-21
Cc1ccc(NC(=S)NNC(=O)c2ccccc2O)c(C)c1,0%,?,?,i,?,-16%,-12%,0%,11
COc1ccccc1/C=N/NC(=S)NCc1ccco1,0%,-13%,-89%[inhibitor],i,-2%,9%,-15%,-4%,7
CSCCC(NC(=O)COc1ccccc1)C(=O)N1CCN(c2cccc(C(F)(F)F)c2)CC1 (stereo not given),-16%,-7%,-62%[inhibitor],?,?,?,?,?,-62*
Cc1ccc(NC(=O)COC(=O)Cn2cnc3c2c(=O)n(C)c(=O)n3C)cc1Cl,-6%,-2%,-6%,i,5%,-1%,-14%,0%,9
Cc1ccc(SCCN2CCN(CC(C)C)CCC2=O)cc1,?,-10%,-3%,i,2%,4%,29%,2%,1
C/C(=N\NC(=O)c1ccc(Cl)cc1)c1cccc(NC(=O)C(C)C)c1,-2%,-15%,-1%,i,1%,12%,9%,6%,-21
Cc1nc(NC(C)c2ccccc2)sc1C(=O)Nc1ccccc1 (stereo not given),-2%,3%,?,i,20%,-7%,-19%,-11%,-52*
CCN(c1ccccc1)S(=O)(=O)c1cc(Br)cc2c1N(C(=O)C1CC1)CC2,?,-14%,.,i,.,.,-3%,.,.
O=C1N(CN2CCC3(CC2)OCCO3)c2ccccc2C12OCCCO2,?,-1%,0%,i,-1%,0%,1%,8%[9.24 µM],0
CCOC(=O)c1c(-c2ccc(F)cc2)csc1NC(=O)C1CCCO1 (stereo not given),?,2%,-7%,i,6%,-9%,.,5%,0
O=C(CCNc1n[nH]c(=O)[nH]c1=O)N/N=C/c1ccccc1Br,?,6%,-3%,i,0%,11%,-19%,6%,-4
CCOc1ccc(NS(=O)(=O)c2ccc(C(=O)NCC(c3ccco3)N3CCCC3)cc2)cc1 (stereo not given),3%,-18%,-1%,i,11%,-3%,-3%,-12%,0
COC(=O)[C@@]1(Cc2ccc(F)cc2)[C@H]2c3cc(C(=O)N(C)C)n(CCc4ccccn4)c3C[C@H]2CN1C(=O)c1ccccc1,6%,3%,5%,i,-2%,-3%,0%,0%,12
CCN(CC)S(=O)(=O)c1ccc(NC(=O)c2ccc(NS(C)(=O)=O)cc2)cc1,7%,-3%,-4%,i,-8%,3%,9%,-3%,4

# Molecules listed so far that have a furan ring, fused or not, in the order listed:
SMILES,KB-V1 cytotox,KB-3-1 cytotox,SW480 rerep,ATXN viability,MCF10A rerep,HT1080 IDH1KD tx,ATXN2 expr inh,HT1080-NT tox,IL-1B inflam inh
Cc1ccc(C)c(OCCC(=O)NNC(=O)c2cc(C)oc2C)c1,23%,16%,-22%,i,-1%,-2%,9%,0%[9.24 µM],-25
CCn1c(SCC(=O)c2ccccc2)nnc1-c1ccoc1C,-20%,-1%,-3%,i,-2%,-3%,5%,0%,-8
COc1ccccc1/C=N/NC(=S)NCc1ccco1,0%,-13%,-89%[inhibitor],i,-2%,9%,-15%,-4%,7
CCOc1ccc(NS(=O)(=O)c2ccc(C(=O)NCC(c3ccco3)N3CCCC3)cc2)cc1 (stereo not given),3%,-18%,-1%,i,11%,-3%,-3%,-12%,0
